Source: PubChem BioAssay
SW480 rerep: induces DNA re-replication in SW480 colon adenocarcinoma cells | 340,000 tested, 1.8% active | SW480 DNA re-replication, Hoechst DNA content imaging, 48 h | Potency, µM (titrated, usually from 46.1 µM), inactives show at the highest dose re-replication activation, most hits filed as activators; further: potency means the concentration at half of the fitted maximal effect; % of control where 0% means no effect; nearly all actives have a fitted effect of over 55% in size
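Quantitative HTS format with DMSO vehicle controls; 48 hr drug incubation at 37 C, then 40 min Hoechst staining and scanning imager measurement at 405 nm excitation.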
D3 antag: blocks the human D3 dopamine receptor | 360,000 tested, 2.5% active | P35462 | max response, negative = inhibition, % | D3R cells, DiscoveRx beta-arrestin luminescence, antagonist mode; active compounds read low | AID 652054; in the data active means max response below about -50%; inconclusive means no clear call, values can overlap the other calls; further: on the % scale 0 is the no-effect control and ±100 the full control effect; mostly tested at two doses, the higher about 12 µM
Target sequence (P35462 whole entry, looked up): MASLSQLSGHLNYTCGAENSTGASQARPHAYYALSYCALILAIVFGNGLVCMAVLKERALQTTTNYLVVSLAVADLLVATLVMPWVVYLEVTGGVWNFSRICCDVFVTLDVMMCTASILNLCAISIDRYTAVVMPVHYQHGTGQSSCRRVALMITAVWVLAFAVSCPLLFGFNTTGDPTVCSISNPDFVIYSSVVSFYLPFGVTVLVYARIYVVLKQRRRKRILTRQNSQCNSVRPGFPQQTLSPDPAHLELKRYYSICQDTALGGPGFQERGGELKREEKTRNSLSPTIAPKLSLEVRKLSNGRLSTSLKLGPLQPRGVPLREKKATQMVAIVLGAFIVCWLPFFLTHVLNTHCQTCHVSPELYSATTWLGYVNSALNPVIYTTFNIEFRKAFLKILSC
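Cells plated overnight at 1500 cells/well, then exposed to library compounds with dopamine controls for 90 minutes at 37 degrees C. DiscoveRx reagent added for 30–60 minutes at room temperature; luminescence read, quantitative HTS format.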
KB-V1 MDR tox: KB-V1 MDR subline cytotoxicity | KB-V1 MDR cells viability, CellTiter-Glo, 72 h | Potency, µM (top dose mostly 46.1 µM), inactives show at the highest dose activity change, negative = cytotoxicity, usual class: cytotoxic | 400,000 tested, 3.4% active; further: potency means the concentration at half of the fitted maximal effect; on the % scale 0 is the no-effect control and ±100 the full control effect; nearly all actives have a fitted effect of over 60% in size
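Compound-treated KB-V1 multidrug-resistant cells, 72 h, 37 degrees C; viability by CellTiter-Glo. Fitted qHTS curves give the values.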
DRD3 agonist: activates the human D3 dopamine receptor | P35462 | D3R DiscoveRx beta-arrestin cells, luminescence, 90 min | max activation, % | 410,000 tested, 0.58% active | AID 652048; in the data active means max activation above about 30%; further: 0% is about no effect; mostly tested at two doses, the higher about 12 µM
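Agonist-mode cell screen: cells plated at 1500/well and incubated overnight at 37 °C, then exposed to library compounds for 90 min at 37 °C. Detection reagent was added for 30–60 min at room temperature, and luminescence was read.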
KB-3-1 cytotox: KB-3-1 parental cell cytotoxicity | KB-3-1 viability, CellTiter-Glo ATP luminescence, 72 h | Potency, µM (highest dose often 46.1 µM), for the others: at the top dose activity change, negative = cytotoxic, hits mostly cytotoxic | 400,000 tested, 1.4% active | AID 1347075; further: potency means the concentration at half of the fitted maximal effect; on the % scale 0 is the no-effect control and ±100 the full control effect; nearly all actives have a fitted effect of over 60% in size
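72 h, 37 °C compound treatment of KB-3-1 parental cells; CellTiter-Glo added, 10 min, luminescence read. Data corrected against DMSO-only plates and normalized before curve fitting.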
IL-1B inflam inh: inhibitors of inflammasome signaling (IL-1 beta secretion); THP-1 LPS/ATP IL-1B secretion, AlphaLISA, 16 h; active compounds read low; activity change, % at 57.5 µM; 360,000 tested, 4.7% active; in the data active means activity change below about -50%; inconclusive means mostly about -30% to -49%; further: on the % scale 0 is the no-effect control and ±100 the full control effect
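Secreted IL-1B measured by AlphaLISA bead assay after 16 h compound exposure of THP-1 cells; compounds (final up to 57.5 uM) added 1 h before LPS (250 ng/mL) and ATP (1.25 mM) stimulation; lower signal means less secretion.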
HT1080 IDH1KD tx: kills HT-1080 cells with IDH1 knockdown; HT-1080 IDH1 knockdown viability, ATP luminescence, 48 h; Potency, µM (series often up to 46.1 µM), inactives show top-dose activity, negative = toxicity, usual class: cytotoxic; 360,000 tested, 2% active; AID 686971;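 further: potency means the concentration at half of the fitted maximal effect; 0% = DMSO wells and -100% = cell-free medium wells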
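CellTiter-Glo luminescence after 48 h compound exposure at 37 degrees C of IDH1-knockdown HT-1080 cells in 5% FBS RPMI. %Activity scaled between DMSO wells and cell-free media wells, with curves fitted and assigned curve classes.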
GLP1R ag: GLP-1 receptor (human) agonism. Potency, µM (top dose mostly 45.6 µM), for the others: at the highest dose activation, most hits filed as activators. HEK293 GLP-1R CRE-luciferase, luminescence, 4-6 h; cells express a hypersensitive GLP-1R form. P43220. 380,000 tested, 0.007% active; further: potency means the concentration at half of the fitted maximal effect; % of control where 0% means no effect
Target sequence (P43220 whole entry, looked up): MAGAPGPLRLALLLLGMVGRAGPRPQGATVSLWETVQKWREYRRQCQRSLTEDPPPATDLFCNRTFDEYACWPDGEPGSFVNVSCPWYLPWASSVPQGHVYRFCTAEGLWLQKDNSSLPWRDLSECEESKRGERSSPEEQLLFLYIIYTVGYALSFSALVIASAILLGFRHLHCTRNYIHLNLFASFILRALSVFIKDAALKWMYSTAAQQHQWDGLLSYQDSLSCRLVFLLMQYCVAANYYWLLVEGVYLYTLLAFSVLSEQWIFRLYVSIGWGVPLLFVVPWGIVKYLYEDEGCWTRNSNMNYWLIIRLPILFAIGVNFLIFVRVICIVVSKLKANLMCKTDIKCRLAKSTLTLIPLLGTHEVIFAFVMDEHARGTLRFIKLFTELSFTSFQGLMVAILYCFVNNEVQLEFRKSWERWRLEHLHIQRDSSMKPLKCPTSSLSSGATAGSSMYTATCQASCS
HT1080-NT tox: kills 2HG-producing HT-1080-NT fibrosarcoma cells | HT-1080-NT fibrosarcoma viability, CellTiter-Glo ATP luminescence, 48 h | Potency, µM (series often up to 46.1 µM), for the others: at the top dose activity, negative = less viability, actives largely listed as cytotoxic | 360,000 tested, 1.6% active | AID 686970;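 further: NT is the 2HG producing partner of a matched IDH1 knockdown line; potency means the concentration at half of the fitted maximal effect; 0% = DMSO-treated cells and -100% = media-only wells without cells; nearly all actives have a fitted effect of over 55% in size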
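Fibrosarcoma NT cells, 750 per well in 5% FBS RPMI, were exposed to compound for 48 hours. Viability: CellTiter-Glo luminescence.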
The depositor's hits bear a star; i = inactive; ? = inconclusive; / = not tested or not shown; & = joins results of further samples; [ ] = another dose, or the depositor's remark. Unless noted, the call rests on the fitted dose curve; in most records, active means well fitted curve in the direction sought with a large enough effect; inconclusive means small, poorly fitted or top-dose-only effect, or another doubt; inactive means no such curve, though single readings can be large; an effect the other way counts as inactive or inconclusive.

SMILES	SW480 rerep	D3 antag	KB-V1 MDR tox	DRD3 agonist	KB-3-1 cytotox	IL-1B inflam inh	HT1080 IDH1KD tx	GLP1R ag	HT1080-NT tox
CNC(=O)c1cc(Nc2nnc(-c3ccc(O)cc3)c3ccccc23)ccc1OC	-2%	10	-8%&3%	-7&-12	-6%&-9%	-59*	-19%	1%&3%	-25%
Cc1ccnc(NS(=O)(=O)c2ccc(NC(=O)CN3C(=O)CCC3=O)cc2)n1	-7%	-1	9%	1	15%	-10	0%	4%	-2%
C=CCn1c(=O)c2ccccc2n2c(Sc3nnnn3-c3ccccc3)nnc12	12%	-27	0%	-1	-29%	-12	-1%	3%	-17%
Cc1cc(C)c2c(N)c(C(=O)c3ccccc3)oc2n1	-7%	52	?	-1	-1%	4	-2%	-6%	12%
Oc1ccccc1OCCOc1ccccc1OCCOc1ccccc1O	-9%	11	-26%	-10	-5%	?	-9%	20%	-12%
Brc1cccc(CNCc2ccncc2)c1	7%	0	12%	-16	-2%	40	5%	-5%	3%
Cc1cccc(NC(=O)CC2(CC(=O)O)CCCC2)c1	-8%	-5	-15%	-3	1%	-6	-1%	-5%	2%
CCN1CCN(CC(=O)Nc2ccc(S(=O)(=O)N3C(C)CCCC3C)cc2)CC1 (stereo not drawn)	-1%	-4	-10%	-4	12%	-9	8%	12%	12%
CN(C(=O)CSc1nnc(-c2ccccc2)n1C)C1CCS(=O)(=O)C1 (stereo not drawn)	0%	19	6%	0	?	4	18%	-2%	24%
Cc1ccc(NC(=O)CSc2nc(O)c(Cc3ccccc3)c(=O)n2-c2ccccc2)cc1	2%	2	3%	5	-9%	0	-9%	7%	-2%
CCOC(=O)CCCNC(=O)COC(=O)CCC(=O)c1ccc(F)cc1	-5%	-18	23%	7	6%	3	1%	-11%	6%
CCOC(=O)c1oc2ccc(CNCCO)c(Cl)c2c1C	2%	-54*	?	-17	8%	?	-16%	9%	-19%
CC1Sc2ccc(S(=O)(=O)CCC(=O)Nc3ccccc3Cl)cc2NC1=O (stereo not drawn)	11%	21	6%	11	1%	0	-9%	-5%	-16%
O=C(Nc1nnc(CC2=CCCCC2)s1)c1cccs1	-1%[9.22 µM]	0	0%	-3	16%	50	0%	6%	-1%
C=C(C)C1CC=C(C)/C(=N/NC(=O)c2ccc(NC(=O)CC)cc2)C1 (stereo not drawn)	3%	17	15µM*	6	7%	-4	-28%	4%	19%
Cc1ccc(C2N(C)C(=O)c3ccccc3N2C)cc1 (stereo not drawn)	3%	12	?	12	?	-3	?	16%	?
S=c1cnc2ccccc2[nH]1	-5%	3	0%	-4	16%	4	19%	11%	7%
C=CCOc1c(Br)cc(/C=N/O)cc1OCC	0%	7	?	5	?	11	?	0%	?
CC(NCC1COc2ccccc2O1)C(=O)NCc1ccccc1 (stereo not drawn)	?	-29	?	-20	9%	40	15%	4%	2%
Nc1nc(-c2cccnc2)nn1C(=O)c1ccc(F)cc1	1%	-4	15%	-2	-1%	0	9%	2%	11%
CC(=O)NNC(=O)C(O)(c1ccccc1)c1ccccc1	-12%	9	2%	1	-6%	0	-3%	-10%	9%
COc1ccc(-c2onc(C)c2C)cc1S(=O)(=O)NCCc1ccco1	?	16	-21%	2	?	-22	?	10%	?
CCCCCC(=O)Nc1ncc2c(n1)CC(c1cccs1)CC2=O (stereo not drawn)	?	-11	-1%	-14	-17%	12	-18%	-1%	-11%
COc1ccc(-c2[nH][nH]c(=O)c2NC(=O)c2ccc([N+](=O)[O-])cc2)cc1	/	-25	14%	-11	0%	16	14%	-2%	25%
O=C(CSc1nnc(COc2ccccc2)o1)N1CCCCC1	-5%	10	15%	6	2%	-12	12%	19%	17%
Cc1ccc(S(=O)(=O)N[C@@H](CO)C(=O)N[C@@H](Cc2ccc(O)cc2)C(=O)O)cc1	-5%	-13	-5%	1	25%	-4	22%	-3%	21%
CCOC(=O)CSc1ncnc2c1nnn2-c1ccc(F)cc1	0%	-10	0%	7	4%	0	16%	-7%	16%
CCCCN(C)CCNC(=O)c1ccc2c(=O)n(CCc3ccccc3)c(=O)[nH]c2c1	/	/	5%	-1	-22%	/	/	-1%	/
CCN1/C(=C2/OC(=S)N(C)C2=O)Sc2ccccc21	8%	0	-7%	-8	-11%	0	-6%	6%	-9%
COc1ccc(CCNC(=O)CN(c2ccccc2)S(=O)(=O)c2ccccc2)cc1	/	-3	?	-7	9%	15	-17%	12%	-18%
CCOC(=O)c1cc(NC(=O)CSCCO)ccc1Cl	-19%	20	-4%	-1	3%	-3	2%	-1%	13%
O=C(Nc1ccc(C(F)(F)F)cc1)c1csc(-c2ccncc2)n1	1%	2	?	4	1%	?	-24%	16%	-17%
Cc1cc(C)nc(Nc2nc(-c3ccccc3)cs2)n1	-3%	-7	2%	2	2%	32	-3%	0%	-7%
O=[N+]([O-])c1cccnc1N1CCN(Cc2ccc3c(c2)OCO3)CC1	-10%	0	-14%	18	-3%	-16	1%	0%	-6%
COC(=O)c1cc(S(=O)(=O)N(C)Cc2ccco2)c[nH]1	-10%	19	-4%	6	0%	-6	0%	2%	4%
CCCC(C)NC(=O)CSc1nc(-c2ccccc2)cn1N (stereo not drawn)	-2%	9	?	10	1%	29	5%	2%	2%
O=C1CC(=O)N(C2CCCCC2)C(=O)N1c1ccccc1S(=O)(=O)Oc1ccccc1	/	-16	3%	-5	0%	-26	5%	-7%	-1%
CC(C)(O)C1=NOC(c2ccccc2)C1 (stereo not drawn)	?	0	-4%	7	8%	-26	9%	3%	15%
Cc1cc(Cl)ccc1OCC(=O)NNC(=O)c1ccc(=O)[nH]c1	-7%	20	0%	-4	17%	4	0%	-9%	0%
Nc1nonc1-n1nnc(C(=O)N/N=C/c2ccccn2)c1-c1ccccc1	94%	-14	-37%	1	-13%	-3	3%	-4%	-1%
COC(=O)c1cc(C(=O)Nc2ccc(S(=O)(=O)NC(C)(C)C)cc2)cc([N+](=O)[O-])c1	0%	-9	-1%	-24	0%	-5	-9%	-2%	-24%
COc1ccc(C)cc1S(=O)(=O)N1CCN(C/C=C/c2ccccc2)CC1	-3%	?	18µM*	-11	-4%	-2	-5%	3%	-4%
COc1ccc(C(=O)Oc2ccc(F)cc2C(=O)/C=C/c2ccc(OC)c(OC)c2)cc1	?	19	?	9	7%	-1	?	4%	?
COCCNC(=S)N1CCN(C/C=C/c2ccccc2)CC1	4%	0	-18%	-4	0%	0	-1%	11%	-10%
Cn1cnc([N+](=O)[O-])c1Sc1ncn[nH]1	1%	21	9%	1	3%	0	-7%	-9%	0%
COc1cc2c(cc1OC)CN(c1ccc(C(F)(F)F)cn1)CC2	?	-11	?	4	-16%	-90*	?	21%	?
O=C(C1CCN(S(=O)(=O)c2ccc(Br)cc2)CC1)N1CCOCC1	-8%	4	2%	-1	-6%	-3	7%	-3%	11%
COc1ccc(/C=N\NC(=O)c2ccc(-c3ccccc3)cc2)cc1COC(C)=O	-31%[inhibitor]	0	?	1	14%	i	-3%	7%	-7%
CCC(=O)N1CCCC(C(=O)Nc2nc3ccccc3[nH]2)CC1 (stereo not drawn)	/	19	0%	8	0%	18	20%	-4%	23%
COCCSc1ccccc1C(=O)Nc1ccc(S(=O)(=O)N2CCOCC2)cc1	-2%	7	5%	-8	9%	-8	-7%	-1%	8%
COc1ccc(Cl)cc1NC(=O)CCN1CCN(Cc2ccccc2)CC1	5%	?	0%	-3	-11%	?	5%	8%	0%
CCCCN(C)C(=O)c1sc(=O)n(Cc2c(C)noc2C)c1C	/	-16	?	-4	9%	19	5%	-7%	12%
O=C(COc1ccc([N+](=O)[O-])cc1)NNC(=O)Nc1cccc(F)c1	-1%	-15	/	-39	/	6	-18%	7%	-12%
CC(NC(=O)c1ccccc1)c1nnc(SCc2nc3ccccc3c(=O)[nH]2)n1C (stereo not drawn)	-24%	9	10%	11	13%	11	7%	0%	27%
Cc1ccc(C(=O)NCCc2ccc(S(=O)(=O)N3CCCC3)cc2)cc1	-9%	12	-4%	3	6%	0	-14%	7%	10%
CC(C)(CC(=O)O)CC(=O)N1CCN(c2nc3ccc(Cl)cc3s2)CC1	-10%	22	0%	4	-11%	28	1%	-4%	-1%
CS(=O)(=O)N(Cc1nc(-c2ccc(F)cc2)no1)c1ccccc1Cl	-7%	6	?	-14	-3%	?	0%	-6%	-6%
Cc1ccc(NC(=O)COC(=O)C2CC2(Cl)Cl)cc1C (stereo not drawn)	-3%	-12	6%	2	3%	6	0%	5%	13%
CCCCOc1ccc(Nc2cc(Cl)ccc2C(=O)O)cn1	7%	?	-5%	-5	-9%	3	-11%	6%	-17%
O=C(/C=C/c1ccc2c(c1)OCCO2)N1CCN(c2ccc(F)cc2)CC1	-17%	-6	-16%	2	-2%	38	-4%	2%	-3%
CCOc1ccc(S(=O)(=O)N2CCN(c3ccccc3F)CC2)c2cccnc12	16µM*	6	?	4	-16%	0	-11%	13%	-2%
CC(C)(C)OC(=O)C[C@H]1C/C=C\C[C@H](CC(=O)NCCO)C(=O)NC[C@H](c2ccccc2)OC1=O	-4%	18	?	10	10%	16	8%	-6%	1%

As a short view, some entries already given:
SMILES	SW480 rerep	D3 antag	KB-V1 MDR tox	DRD3 agonist	KB-3-1 cytotox	IL-1B inflam inh	HT1080 IDH1KD tx	GLP1R ag	HT1080-NT tox
O=C1CC(=O)N(C2CCCCC2)C(=O)N1c1ccccc1S(=O)(=O)Oc1ccccc1	/	-16	3%	-5	0%	-26	5%	-7%	-1%
CC(C)(O)C1=NOC(c2ccccc2)C1 (stereo not drawn)	?	0	-4%	7	8%	-26	9%	3%	15%
Cc1cc(Cl)ccc1OCC(=O)NNC(=O)c1ccc(=O)[nH]c1	-7%	20	0%	-4	17%	4	0%	-9%	0%
